# Screens deposited in PubChem BioAssay by National Center for Advancing Translational Sciences (NCATS).
# DT40 TDP1 no CPT: qHTS for Inhibitors of human tyrosyl-DNA phosphodiesterase 1 (TDP1): qHTS in cells in absence of CPT; DT40 Tdp1-/- hTDP1 cells, no CPT, ATP luminescence, 48 h; Potency, µM (series often up to 46.2 µM), for the others: at the top dose activity change, negative = growth inhibition, most hits filed as inhibitors; 420,000 tested, 15% active; AID 686978, 2013; also: nearly all actives have a fitted effect of over 55% in size
#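 No-CPT arm: Tdp1-/-;hTDP1 DT40 cells (400/well) plus compounds, incubated ≥48 hr at 37 °C. Readout CellTiter-Glo luminescence.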
# TDP1 inh: TDP1 (human) enzyme inhibition; Q9NUW8; recombinant TDP1, AlphaScreen DNA substrate cleavage; Potency, µM (top dose mostly 130 µM), without a hit: top-dose activity change, negative = inhibition, most hits filed as inhibitors; 350,000 tested, 0.28% active; AID 485290; also: nearly all actives have a fitted effect of over 40% in size
# Target sequence (Q9NUW8 whole entry, looked up): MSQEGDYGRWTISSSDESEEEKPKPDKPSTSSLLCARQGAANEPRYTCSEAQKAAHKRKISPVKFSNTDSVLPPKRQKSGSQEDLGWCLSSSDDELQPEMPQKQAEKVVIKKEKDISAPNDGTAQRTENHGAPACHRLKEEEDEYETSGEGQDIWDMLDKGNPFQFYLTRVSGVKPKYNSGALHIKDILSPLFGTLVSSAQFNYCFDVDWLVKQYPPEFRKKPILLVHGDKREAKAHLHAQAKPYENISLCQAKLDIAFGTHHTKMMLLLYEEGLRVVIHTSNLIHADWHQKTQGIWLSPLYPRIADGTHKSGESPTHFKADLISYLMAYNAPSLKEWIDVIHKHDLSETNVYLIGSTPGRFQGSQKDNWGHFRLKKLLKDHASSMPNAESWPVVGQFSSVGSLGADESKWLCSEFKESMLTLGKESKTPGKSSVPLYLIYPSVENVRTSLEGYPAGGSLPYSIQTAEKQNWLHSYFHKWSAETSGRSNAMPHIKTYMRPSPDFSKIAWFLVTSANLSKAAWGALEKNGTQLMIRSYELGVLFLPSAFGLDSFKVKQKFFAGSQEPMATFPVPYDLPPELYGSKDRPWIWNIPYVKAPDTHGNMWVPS
#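 Here, a 5' biotin and 3' phosphotyrosine-FITC DNA oligonucleotide reports Tdp1 activity: intact substrate bridges AlphaScreen beads, while cleavage leaves a 3' phosphate and drops signal. All incubations at room temperature.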
# DT40 TDP1 CPT: growth inhibition of DT40 Tdp1-/-;hTDP1 cells with camptothecin (screen for TDP1 inhibitors); 420,000 tested, 12% active; Potency, µM (doses to about 46.2 µM), for the others: at the highest dose activity change, negative = growth inhibition, hits mostly inhibitors; chicken DT40 Tdp1-/-;hTDP1 cells + 20 nM CPT, ATP luminescence, 48 h; also: nearly all actives have a fitted effect of over 55% in size
#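 Chicken DT40 Tdp1-/- cells complemented with human TDP1, 400 cells/well, exposed to compounds plus 20 nM camptothecin for at least 48 h at 37 C; viability read as ATP content by CellTiter-Glo luminescence.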
# An asterisk follows results filed as active; ? = inconclusive; / = not tested or not shown; [ ] = remark or other dose. Calls follow the shape of the dose curve; as a rule, active = well fitted curve in the direction sought with a large enough effect; inconclusive = small, poorly fitted or top-dose-only effect, or another doubt; inactive = no such curve, though single readings can be large; an effect the other way counts as inactive or inconclusive. % is scaled to controls: 0 for no effect and ±100 for the full control effect; potency is read from the fitted curve at half-maximal effect.
SMILES,DT40 TDP1 no CPT,TDP1 inh,DT40 TDP1 CPT
N#CCC(=O)Nc1ccc(C(=O)OCC(=O)NC(=O)Nc2ccc3c(c2)OCCO3)cc1,0%,-6%,-16%
Cc1ccc(NC(=O)Nc2ccccc2OCc2cc(=O)n3ccccc3n2)c(Cl)c1,-20%,5%,-8%
NS(=O)(=O)c1ccc(Nc2nc(-c3cccnc3)cs2)cc1,?,4%,-32%
O=C1NC(=S)/C(=C\c2ccc(-c3ccccc3Cl)o2)S1,13µM*,6%,23µM*
COc1ccc(NC(=O)C(NC(=O)Cc2cccs2)c2ccccc2)cc1 (centres undefined),?,-4%,-27%
CC1=CC(C)(C)N(S(=O)(=O)c2ccc(C)cc2)c2ccccc21,18µM*,4%,12µM*
COc1ccc(NC(=O)C2(N(C(=O)Cn3nnnc3N)c3ccc(OC)cc3)CCCCC2)cc1,1%,3%,8%
CC(OC(=O)c1cccc(N2C(=O)c3ccccc3C2=O)c1)C(=O)Nc1ccc(N(C)C)cc1 (centres undefined),-25%,3%,2%
Nn1c(SCc2nc3ccccc3[nH]2)nnc1-c1ccccc1,7%,6%,4%
CC1Cc2ccccc2N1CC(=O)NC(=O)NC1CCCC1 (centres undefined),?,2%,-9%
CCn1c(-c2ccccc2F)nc2cc(NC(C)=O)cc(C(=O)N3CCNC(=O)C3CC(=O)OC)c21 (centres undefined),0%,/,4%
CC(C)C(=O)NC(C)c1nnc2n1CCN(Cc1cccc3ncccc13)CC2 (centres undefined),-2%,/,25%[9.04 µM]
CCC(C)NC(=O)c1cc(S(=O)(=O)N2CCCCC2)c[nH]1 (centres undefined),-10%,/,1%
Cc1[nH]nc(N2CCCCC2)c1[N+](=O)[O-],-12%,3%,-2%
CC1CCCC(NC(=O)c2cccc(S(=O)(=O)N3CCCCC3)c2)C1C (centres undefined),?,3%,21µM*
CCC(c1nnc(SCC(=O)Nc2ccc(Cl)cc2C(F)(F)F)n1C1CCCCC1)N(C)C (centres undefined),?,3%,-24%
CCNC(=O)CCn1nc(-c2ccc(Cl)cc2)c2ccccc2c1=O,?,3%,?
COc1ccc(-c2onc(C)c2C)cc1S(=O)(=O)NCC1CCN(Cc2cc(C)ccc2C)CC1,16µM*,5%,?
CNC(=O)c1ncnnc1N(C)C(=O)NCc1ccccc1,-1%,9%,-3%
CC1=C(OC(=O)c2ccccc2)C(C)(C)C(c2ccccc2)OC1=O (centres undefined),?,5%,-14%
COc1ccc(NC(=O)C(NS(=O)(=O)c2cccc3nsnc23)C(C)C)cc1OC (centres undefined),-3%,3%,-7%
CSc1ccccc1OCc1cc(C(=O)N2CCN(Cc3nccn3C)CC2)no1,?,6%,?
CCOC(=O)c1c(NC(=O)CSc2nnc(CNc3ccc(C)cc3C)o2)sc(C)c1C,-14%,2%,?
Cc1ccc(N2C(=O)c3ccc(C(=O)Nc4cccnc4)cc3C2=O)c(C)c1,?,6%,-18%
Cc1onc(-c2ccccc2Cl)c1C(=O)c1ccccc1,?,-4%,-9%

# In a second layout: results already given
SMILES	DT40 TDP1 no CPT	TDP1 inh	DT40 TDP1 CPT
Cc1[nH]nc(N2CCCCC2)c1[N+](=O)[O-]	-12%	3%	-2%
CC1CCCC(NC(=O)c2cccc(S(=O)(=O)N3CCCCC3)c2)C1C (centres undefined)	?	3%	21µM*

# Molecules shown so far with an aryl methoxy group:
SMILES,DT40 TDP1 no CPT,TDP1 inh,DT40 TDP1 CPT
COc1ccc(NC(=O)C(NC(=O)Cc2cccs2)c2ccccc2)cc1 (centres undefined),?,-4%,-27%
COc1ccc(NC(=O)C2(N(C(=O)Cn3nnnc3N)c3ccc(OC)cc3)CCCCC2)cc1,1%,3%,8%
COc1ccc(-c2onc(C)c2C)cc1S(=O)(=O)NCC1CCN(Cc2cc(C)ccc2C)CC1,16µM*,5%,?
COc1ccc(NC(=O)C(NS(=O)(=O)c2cccc3nsnc23)C(C)C)cc1OC (centres undefined),-3%,3%,-7%

# Molecules from the list above containing an aryl thioether with sulfur outside any ring, in the order listed:
SMILES,DT40 TDP1 no CPT,TDP1 inh,DT40 TDP1 CPT
Nn1c(SCc2nc3ccccc3[nH]2)nnc1-c1ccccc1,7%,6%,4%
CCC(c1nnc(SCC(=O)Nc2ccc(Cl)cc2C(F)(F)F)n1C1CCCCC1)N(C)C (centres undefined),?,3%,-24%
CSc1ccccc1OCc1cc(C(=O)N2CCN(Cc3nccn3C)CC2)no1,?,6%,?
CCOC(=O)c1c(NC(=O)CSc2nnc(CNc3ccc(C)cc3C)o2)sc(C)c1C,-14%,2%,?

# Going on with the list.
SMILES,DT40 TDP1 no CPT,TDP1 inh,DT40 TDP1 CPT
O=C(Nc1ccc(F)c(Cl)c1)C1CCCN(c2ncnc3onc(-c4ccc(F)cc4)c23)C1 (centres undefined),15µM*,5%,-80%
C[C@@H](c1ccccc1)N1C[C@H](COCc2ccccc2)Oc2cc(N3CCC[C@@H]3CO)ccc2S1(=O)=O,?,/,?
CC(=O)O[C@@H]1C[C@H]2C(C)(C)C(=O)C=C[C@]2(C)[C@H]2CC[C@@]3(C)[C@H](c4ccoc4)OC(=O)[C@H]4O[C@]43[C@@]21C,?,5%,?
O=C(O)c1ccc(NCc2cccnc2)c([N+](=O)[O-])c1,6%,/,-5%
Cc1nc2ccc(C(=O)NC(C)(C)C)cn2c1N(C)C(=O)CCc1ccccc1,-1%,/,4%
CCC(=O)c1ccc(N2CCN(C(=O)c3cccs3)CC2)c(F)c1,21µM*,/,?
CCc1c(C)nc(SCC(=O)CC(=O)OC(C)C)c(C#N)c1C,-15%,-5%,-7%
COc1ccc2[nH]c(=O)c(CN(Cc3cccnc3)C(=S)NCC3CCCO3)cc2c1 (centres undefined),21µM*,0%,18µM*
N#Cc1ccc(OCC(=O)N2CCc3ccccc32)cc1,-2%,0%,-2%
O=C1CCCCC1Nc1ccc2ccccc2c1 (centres undefined),-12%,/,-4%
COCCNC(=O)CSc1nnc(-c2ccccc2F)n1Cc1ccccc1,-8%,0%,1%
O=C(O)c1ccc(CNCc2cccc(Oc3ccccc3)c2)cc1,-21%,/,-6%
Cc1cc(=O)oc2c(C)c(OCC(=O)N3CCN(C(=O)C4COc5ccccc5O4)CC3)ccc12 (centres undefined),16µM*,4%,?
CC(C)Oc1cccc(C(=O)Nc2nnc([C@H]3C[C@H](O)[C@@H](CO)O3)s2)c1,-1%,/,-7%
CC(=O)Nc1ccc(OCC(O)Cn2c(C(C)C)nc3ccccc32)cc1 (centres undefined),1%,3%,9%
CSc1cccc(NC(=O)C2CCCN(S(=O)(=O)c3cccs3)C2)c1 (centres undefined),18µM*,2%,?
Cc1ccc(C(=O)/C=C/c2ccc3c(c2)OCO3)o1,21µM*,5%,18µM*
O=C(CSc1n[nH]c(-c2ccco2)n1)Nc1ccc(F)cc1,-15%,10%,6%
Cc1cccc(C(=O)Nc2cccc(C(=O)OCc3cc(=O)n4nc(C(C)C)sc4n3)c2)c1,15µM*,1%,?
COc1ccc(C(=O)NCc2ccc3c(c2)CCN3C(=O)c2cccc(C)c2)cc1OC,-1%,0%,-9%
CCOc1cccc(-c2nnc3sc(-c4cc(OC)c(OC)c(OC)c4)nn23)c1,?,0%,?
CC1CCN(C(=O)CC(NC(=O)c2ccccc2Cl)c2ccccc2)CC1 (centres undefined),-21%,4%,?
O=C(C1CC1)N(CCN(Cc1ccccc1)C(=O)C1CC1)Cc1ccccc1,13µM*,2%,16µM*
CC(C)(C)CC(C)(C)NCC(O)COc1c(F)cc(Br)cc1F (centres undefined),23µM*,2%,?
Cc1sc2ncn(CC(=O)NCCCC(=O)N(C)Cc3ccccc3)c(=O)c2c1C,?,9%,?

# (more compounds)
SMILES,DT40 TDP1 no CPT,TDP1 inh,DT40 TDP1 CPT
COc1ccc(CCNC(=O)Nc2ccccc2[N+](=O)[O-])cc1,?,4%,4%
Cc1nc(C)c(CCNC(=O)c2cccc(Cl)c2)s1,?,-1%,?
OCC[C@@H]1C[C@@H](O)[C@H](O)[C@]2(OCCc3ccccc32)O1,-10%,/,-21%
COc1ccc(C(=O)Nc2ccc(O)c3ccccc23)cc1OC,?,/,?
C=CCOc1ccc(/C=C2\SC(N)=NC2=O)cc1OC,-19%,/,?
CC(C)(O)c1[nH]c2cc(C(F)(F)F)ccc2c1C(C)(C)O,-30%,/,?
S=C(c1ccc(Br)cc1)N1CCCC1,-10%,/,3%
COC(=O)c1ccc(CN2CCC(Oc3cccc(C(=O)N4CCOCC4)c3)CC2)cc1,?,4%,?
CCC(C)(C)NC(=O)C(c1ccc(F)cc1)N(Cc1ccco1)C(=O)c1cnccn1 (centres undefined),-1%,1%,-7%
Cc1cc(C)nc(Nc2cccc3ccccc23)n1,-11%,1%,1%
O=C(Nc1ccc(OC(F)F)cc1)c1cc[n+]([O-])cc1,-25%,0%,9%
CC(=O)c1c(C)[nH]c(C(=O)Nc2ccc(N3CCCCCC3)cc2)c1C,?,/,?
COC(=O)c1ccc(COC(=O)c2ccc(-n3cnnn3)cc2)o1,-17%,9%,-18%
CC(C)(C)OC(=O)CNC(=O)c1nc[nH]c1C(=O)N1CCN(C(=O)OC(C)(C)C)CC1,-1%,/,0%
COc1ccccc1NC(=O)COC(=O)C1CC1,2%,2%,4%
COc1ccc(N2C(=O)N[C@@H](Cc3ccccc3)C2=O)cc1OC,-3%,/,-8%
O=S(=O)(Nc1ccc2nc(-c3ccco3)[nH]c2c1)c1ccccc1,?,3%,?
CCOC(=O)C1CCN(C(=O)c2cccc(NC(=O)C(CC)CC)c2)CC1,-17%,-1%,-12%
CCOC(=O)NN1C(=O)c2ccccc2NC1c1ccc(N(C)C)cc1 (centres undefined),?,5%,-25%
CNc1nc(Sc2ccc(C)cc2)cc(C(F)(F)F)n1,-10%,0%,-12%
O=C1C(=Cc2ccccc2Cl)CCc2ccccc21,?,/,-74%
CN(C)CCCOc1cccc(Oc2ccccc2)c1,?,-6%,?
CSC[C@H]1CN(Cc2cccnc2)C(=O)[C@@H]1CC(=O)Nc1ccc(Br)cc1,?,/,-29%
COC(=O)c1ccc(C)c(NC(=O)CCc2cc(OC)c(OC)c(OC)c2)c1,-1%,1%,2%
OC(C#CCN1CCCC1)(c1ccccc1)c1cccc(F)c1 (centres undefined),?,4%,-17%

# (continued)
SMILES,DT40 TDP1 no CPT,TDP1 inh,DT40 TDP1 CPT
O=C(NCCc1ccc(Cl)cc1)c1ccc2nc(N3CCOCC3)sc2c1,?,/,?
O=C(NCc1ccc(Cl)cc1)c1cc2cccc3c2n1CCS3,16µM*,-8%,?
CCCNC(=O)c1onc(CS(=O)(=O)c2cccc(OC)c2)c1C(=O)NCCC,-26%,0%,?
COc1ccc(NC(=O)N2CCC(CN3CCCC3)CC2)c(OC)c1,3%,-4%,0%
CCSCCOC(=O)C1=C(C)NC(=O)NC1c1ccccc1 (centres undefined),-11%,3%,-2%
COc1cc(C(c2c(C)[nH][nH]c2=O)c2c(C)[nH][nH]c2=O)cc(OC)c1OC,2%,0%,-6%
CC(C)(C)c1csc(NNC(=O)c2ccc(Cl)cc2)n1,?,10%,?
Cc1ccc(C(=O)NCC(=O)N(C)CC(=O)Nc2ccccc2Br)s1,-10%,0%,-26%
O=C(CCC1N=C2c3ccccc3N=C(SCc3cccc(Cl)c3)N2C1=O)NCc1cccs1 (centres undefined),21µM*,-2%,12µM*
O=S(=O)(c1c(F)cccc1F)N1CCCC2CCCCC21 (centres undefined),21µM*,-8%,?
CC1=C(C(N)=O)C(c2ccccc2F)n2nc(-c3ccc(Cl)cc3)nc2N1 (centres undefined),-16%,3%,-15%
CN(CCCCCCCCCCN(C)C(=O)Oc1cccc([N+](C)(C)C)c1)C(=O)Oc1cccc([N+](C)(C)C)c1,0.82µM*,/,2.3µM*
Cc1nnc(N=c2ssnc2Cl)o1,1µM*,-4%,1µM*
O=C(NCc1cccnc1)c1ccccc1NS(=O)(=O)c1ccccc1,3%,4%,0%
